Screens: PubChem, Broad Institute
CASP6 VEID inh = human caspase-6 inhibitors, primary screen, biochemical, VEID-R110 fluorescence, single point, set 2. 350,000 compounds, 0.53% hits. purified caspase-6, Z-VEID-R110 cleavage fluorescence. AID 686996, 2013. P55212. inhibition, % at 12.5 µM;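 active = mean inhibition across replicates at least about 35%, with every replicate also reaching that limit, limit read from the data; inconclusive = only one of the two criteria met; inactive = neither criterion met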;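 also: 0% = median of neutral control wells and 100% = no fluorescence left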
Target sequence (P55212 24-179 limits assumed): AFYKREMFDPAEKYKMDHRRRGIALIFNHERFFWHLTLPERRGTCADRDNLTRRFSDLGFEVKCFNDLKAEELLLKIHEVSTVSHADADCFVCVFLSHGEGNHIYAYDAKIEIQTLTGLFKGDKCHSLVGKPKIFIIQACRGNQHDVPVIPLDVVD
Target sequence (P55212 194-293 limits assumed): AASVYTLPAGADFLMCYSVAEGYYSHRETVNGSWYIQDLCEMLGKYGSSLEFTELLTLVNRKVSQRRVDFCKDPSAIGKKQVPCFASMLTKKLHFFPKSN
ARNT-TACC3 inh = disruptors of ARNT/TACC3 protein interaction, primary screen, biochemical, AlphaScreen, single concentration | Transforming acidic coiled-coil-containing protein 3 (Homo sapiens), Q9Y6A5 | AlphaScreen His-ARNT PAS-B/GST-TACC3 binding, luminescence; TACC3 fragment carries E629A point mutation | inhibition, % at 9.99 µM | 390,000 compounds, 0.66% hits | AID 623870, 2012;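 active = mean inhibition of replicates at least 50% and at least half of replicates each reaching 50%; inconclusive = half or more replicates reach 50% but mean below 50%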;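 also: 0% = complete ARNT plus TACC3 wells and 100% = ARNT alone without TACC3; many hits fall short of the cut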
DENV2 CPE rescue = inhibitors of DENV2 cytopathic effect, primary screen, cell-based, plate reader, single concentration. DENV2-infected cells, cytopathic effect rescue. CPE inhibition, % at 9.99 µM. 350,000 compounds, 1.7% hits; in the data active = CPE inhibition above about 20%, passing the limit was not always enough; inconclusive = no clear call, values can overlap the other calls; tested in BHK-21 cells;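 also: 0% = median of neutral control wells and 100% = median of positive control wells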
SIRT5 block = SIRT5 desuccinylase inhibitors, primary screen, biochemical, fluorescence imaging, single point, set 5; Purified SirT5, succinyl-peptide AMC, trypsin-coupled fluorescence; 330,000 compounds, 1.1% hits; NAD-dependent protein deacylase sirtuin-5, mitochondrial (Homo sapiens), Q9NXA8; inhibition, % at 15 µM; in the data active = inhibition above about 15%; inconclusive = no clear call, values can overlap the other calls
Target sequence (Q9NXA8 whole entry, looked up): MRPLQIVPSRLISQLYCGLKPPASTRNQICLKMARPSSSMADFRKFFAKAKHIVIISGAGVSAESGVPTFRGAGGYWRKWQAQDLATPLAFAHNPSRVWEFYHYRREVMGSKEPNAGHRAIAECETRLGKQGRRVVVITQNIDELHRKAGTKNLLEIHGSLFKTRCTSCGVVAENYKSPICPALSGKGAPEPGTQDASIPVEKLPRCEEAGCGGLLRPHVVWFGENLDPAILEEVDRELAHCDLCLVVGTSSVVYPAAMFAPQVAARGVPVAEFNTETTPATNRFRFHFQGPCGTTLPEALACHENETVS
LGR2 inh = inhibitors of bursicon-induced LGR2 CRE-luciferase signal, primary screen, cell-based, HEK293, CRE-luciferase reporter, bursicon stimulation. 380,000 compounds, 0.35% hits. Drosophila bursicon receptor LGR2 (rickets). inhibition, % at 9.99 µM. bursicon-stimulated, 4 h;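 active = drop in luminescence signal, shown as inhibition above about 50% in the replicate tests, limit read from the data, passing the limit was not always enough; inconclusive = probably only some replicates passing the limit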;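 also: agonist challenge used bursicon conditioned medium at about half maximal strength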
PAX8 inh HTS = inhibitors of PAX8-driven TPO luciferase reporter, primary screen, RMG-I cells, single concentration; SteadyGlo, 24 h; inhibition, % at 12.6 µM; 360,000 compounds, 1.2% hits;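 active = mean replicate inhibition at least 60% with every replicate also reaching 60%; inconclusive = only one of the two criteria is met; inactive = mean below 60% and not all replicates reaching 60%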;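 also: luciferase light reporting Pax8 driven TPO promoter activity; plate controls were median of neutral control wells for no effect and mitoxantrone controls for full effect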
EWS-Fli block = EWS/Fli-driven NR0B1 reporter inhibitors, primary screen, A673 cells, NR0B1 luciferase, luminescence, MLPCN library. 350,000 compounds, 0.67% hits. viability-normalised. inhibition, % at 12.6 µM;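 active = mean inhibition of at least 50% after viability correction, with every replicate also passing that limit; inconclusive = mean reaches 50% but only one of two replicates passes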;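 also: firefly luciferase signal divided by Alamar Blue viability fluorescence both relative to DMSO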
* marks the source's active call; other numbers are inactive results; ? = inconclusive; · = no result given.

Preview:
Compound | CASP6 VEID inh | EWS-Fli block | DENV2 CPE rescue | LGR2 inh | SIRT5 block | PAX8 inh HTS | ARNT-TACC3 inh
CN(C)C(=O)c1coc2nc3ccccc3nc12 | 23 | -10 | -1 | -1 | · | -15 | 7
COc1ccc(NC(=O)[C@H](Cc2c[nH]c3ccccc23)NC(=O)[C@@H]2Cc3ccccc3CN2)cc1 | 0 | -60 | -19 | 6 | · | · | 3

The whole of this part (from the top)
Compound | CASP6 VEID inh | EWS-Fli block | DENV2 CPE rescue | LGR2 inh | SIRT5 block | PAX8 inh HTS | ARNT-TACC3 inh
CN(C)C(=O)c1coc2nc3ccccc3nc12 | 23 | -10 | -1 | -1 | · | -15 | 7
COc1ccc(NC(=O)[C@H](Cc2c[nH]c3ccccc23)NC(=O)[C@@H]2Cc3ccccc3CN2)cc1 | 0 | -60 | -19 | 6 | · | · | 3
C[C@@H]1CN([C@H](C)CO)S(=O)(=O)c2ccc(C3=CCCC3)cc2O[C@@H]1CN(C)C(=O)CC1CC1 | 2 | 10 | -8 | 10 | -2 | · | 2
CCN1CCN(S(=O)(=O)c2ccc3ccccc3c2)CC1 | 0 | 9 | -4 | 34 | 0 | · | -24
O=C1CC(c2ccccc2Cl)Cc2c1cnn2-c1nc2ccccc2s1 (centres undefined) | -4 | 6 | -1 | · | -2 | -10 | ·
CN(c1ccc(C(=O)N2CCCCC2)cc1)S(=O)(=O)c1cccs1 | -3 | 1 | 2 | -10 | 0 | -8 | 1
CCC(C(=O)NCc1ccc(F)cc1)n1nc(C)n2c(cc3occc32)c1=O (centres undefined) | -2 | 1 | 2 | -2 | -5 | 8 | -14
O=C(C1CCN(S(=O)(=O)c2cccc3cccnc23)CC1)N1CCN(c2ccccc2)CC1 | -1 | 9 | -7 | 17 | · | 21 | -3
CN(C)C(=O)c1cccc(-c2ccccc2[C@H]2[C@@H](C#N)N(C(=O)C3CCC3)[C@H]2CO)c1 | -2 | -3 | 7 | -15 | 3 | · | ·
Cc1ccc(S(=O)(=O)N[C@H](C(=O)NCCN=[N+]=[N-])C(C)C)cc1 | -2 | 4 | -6 | · | 0 | 3 | ·
O=C(C[C@H]1C=C[C@H](NS(=O)(=O)c2ccccc2)[C@@H](CO)O1)NCc1ccc(Cl)c(Cl)c1 | 0 | 2 | 3 | -4 | -1 | 11 | -5
CC1CCCCN1CC(O)COCCC12CC3CC(CC(C3)C1)C2 (centres undefined) | 3 | 13 | -15 | 11 | 4 | 20 | 6
Cc1cc(C(=O)NNC(=S)NC2CCCCC2)cs1 | -3 | -27 | 14 | -15 | -5 | -120 | -1
O=C(COC(=O)c1nc(Cl)ccc1Cl)Nc1ccccc1OC(F)F | -2 | 14 | -3 | 6 | -4 | 39 | 3
C[C@@H]1CN([C@@H](C)CO)S(=O)(=O)c2ccc(C#Cc3ccccc3)cc2O[C@H]1CN(C)S(C)(=O)=O | 1 | 4 | 27* | -9 | -1 | -2 | 30
N#CCC(=O)N/N=C/c1ccccc1Cl | 0 | 14 | 3 | · | -3 | 21 | ·
Cc1ccc(S(=O)(=O)N(CC(=O)N2CCOCC2)c2ccccc2F)cc1 | -1 | 3 | -3 | -22 | · | -2 | -25
COc1cccc2cc(-c3nnc(SCC(=O)Nc4ccc(NC(C)=O)cc4)n3C)oc12 | -2 | -9 | 10 | -7 | -2 | 3 | 0
CCCN1C[C@@H](C)[C@H](OC)CN(C)C(=O)c2cc(NC(=O)c3ccccc3F)ccc2OC[C@H]1C | -1 | -14 | -1 | -5 | 14 | 1 | -2
CCC(=O)N(C)C[C@@H]1Oc2cc(-c3ccc(F)cc3)ccc2S(=O)(=O)N([C@@H](C)CO)C[C@H]1C | 1 | -11 | -3 | 17 | 0 | · | 2
COc1ccc(-c2cc(C(=O)O)sc2C)cc1 | -3 | -4 | -1 | -4 | 2 | -11 | -3
C=CCN1C(=O)/C(=C2/Sc3ccc(OC)cc3N2C)SC1=Nc1ccc(OC)cc1 | 4 | 0 | 4 | 7 | 4 | 3 | ·
COc1ccc(CN(C)C[C@H]2Oc3c(NC(=O)c4cc(C)nn4C)cccc3C(=O)N([C@@H](C)CO)C[C@@H]2C)cc1 | 2 | -3 | -4 | -13 | -4 | 10 | -11
Cc1ccc(OCc2n[nH]c(=S)n2-c2ccc(Cl)cc2)cc1 | 4 | 14 | -3 | -6 | -1 | -4 | -1
COc1ccccc1CNC(=O)CN1C(=O)NC(C)(c2ccc(C(C)(C)C)cc2)C1=O (centres undefined) | 4 | 6 | 7 | -28 | -3 | 7 | 0
COCC(=O)Nc1ccc2c(c1)C(=O)N(C)[C@@H]1CC[C@H](CC(=O)NC3CCCC3)O[C@@H]1CO2 | · | 1 | ? | -3 | · | -4 | -2
OCC1SC(O)C(O)C(O)C1O (centres undefined) | 3 | -12 | 1 | · | 0 | · | ·
Cc1ccc([C@@H]2C[C@H]3[C@@H](CN2S(=O)(=O)c2ccc(C)cc2)C(=O)C[C@@H](c2ccccc2F)N3S(=O)(=O)c2ccc(C)cc2)cc1 | 4 | 7 | ? | 15 | 3 | -2 | ·
CC(=O)N1CC[C@@H]2[C@@H](CO)N(C)c3ccc(-c4ccccc4)cc3[C@@H]21 | -2 | 6 | -7 | -10 | 0 | 22 | 8
CCOC(=O)c1sc(NC(=O)C2CCCCC2)nc1C | 1 | -43 | -5 | -38 | -1 | -28 | -9

Three entries from above, arranged by heavy-atom count, low to high.
Compound | CASP6 VEID inh | EWS-Fli block | DENV2 CPE rescue | LGR2 inh | SIRT5 block | PAX8 inh HTS | ARNT-TACC3 inh
CCOC(=O)c1sc(NC(=O)C2CCCCC2)nc1C | 1 | -43 | -5 | -38 | -1 | -28 | -9
CC(=O)N1CC[C@@H]2[C@@H](CO)N(C)c3ccc(-c4ccccc4)cc3[C@@H]21 | -2 | 6 | -7 | -10 | 0 | 22 | 8
COCC(=O)Nc1ccc2c(c1)C(=O)N(C)[C@@H]1CC[C@H](CC(=O)NC3CCCC3)O[C@@H]1CO2 | · | 1 | ? | -3 | · | -4 | -2

The list goes on.
Compound | CASP6 VEID inh | EWS-Fli block | DENV2 CPE rescue | LGR2 inh | SIRT5 block | PAX8 inh HTS | ARNT-TACC3 inh
Cn1nc(C(C)(C)C)cc1C(=O)NCC1CCN(C(=O)C(=O)c2cc3ccccc3o2)CC1 | -1 | 8 | 0 | 0 | · | 12 | ·
CN(CCCNC(=O)C1CCC(=O)N1Cc1ccc(F)cc1)c1ccccc1 (centres undefined) | -2 | 2 | -7 | 4 | -1 | 19 | -6
CC(=O)N1CCN(c2ccc(NC(=O)c3ccc(C(C)(C)C)cc3)cc2)CC1 | 3 | · | -13 | -11 | -4 | · | -76
CCOc1cc(/C=N/NC(=O)CCn2nnc3ccccc32)ccc1O | 0 | 5 | 1 | 2 | · | -11 | 8
COc1ccc(-c2csc(=Nc3ccccc3)n2CCO)cc1 | 2 | -25 | -3 | -59 | -1 | 39 | 27
O=C(NC1CCN(S(=O)(=O)c2cccc(F)c2)CC1)c1ccc(F)cc1 | -1 | 0 | -1 | -1 | 7 | -17 | -4
C[C@H](CO)N1C[C@H](C)[C@@H](CN(C)C(=O)Cc2cccnc2)Oc2ncc(-c3cccnc3)cc2C1=O | 1 | -7 | -4 | 6 | · | · | -4
COc1ccc(Br)c(C(=O)OCC(=O)Nc2cc(C)on2)c1 | 0 | -1 | -5 | 7 | · | -1 | ·
Cc1ccc(Cn2nnc3c(=O)n(Cc4ccccc4C)cnc32)cc1 | 1 | 3 | -3 | -17 | 0 | -25 | -7
Cc1cc(Br)ccc1OCCNCc1ccccc1 | -3 | -5 | -5 | 10 | -4 | -22 | -9
CCC(=O)N1[C@@H]2c3ccc(/C=C/c4ccccc4)c(=O)n3C[C@@H]2[C@@H](CO)[C@@H]1C(=O)Nc1nccs1 | -3 | -5 | 5 | 8 | -72 | 0 | -23
O=C(C[C@@H]1CC[C@@H]2[C@H](COC[C@H](O)CN2C(=O)Nc2ccc(F)cc2)O1)NC1Cc2ccccc2C1 | 2 | -11 | 8 | -2 | 2 | 5 | 2
O=C(CSc1ccc(-c2ccccc2)nn1)Nc1ccc2c(c1)OCCO2 | -6 | -82 | 8 | · | 2 | -111 | 2
O=C(c1cc(-c2cccc(Cl)c2)on1)N1CCOCC1 | -2 | -91 | 7 | -51 | -5 | -133 | -15
Cc1cccc(-c2ccc([C@H]3[C@@H](CO)N4CCCCN(S(=O)(=O)c5cccc(C)c5)C[C@H]34)cc2)c1 | 0 | 21 | 55* | 11 | 3 | -19 | 20

One compound at a time, as listed above:
COc1ccc(-c2csc(=Nc3ccccc3)n2CCO)cc1 is listed as CASP6 VEID inh = 2; EWS-Fli block = -25; DENV2 CPE rescue = -3; LGR2 inh = -59; SIRT5 block = -1; PAX8 inh HTS = 39; ARNT-TACC3 inh = 27
COc1ccc(Br)c(C(=O)OCC(=O)Nc2cc(C)on2)c1 is listed as CASP6 VEID inh = 0; EWS-Fli block = -1; DENV2 CPE rescue = -5; LGR2 inh = 7; SIRT5 block = ·; PAX8 inh HTS = -1; ARNT-TACC3 inh = ·
Cn1nc(C(C)(C)C)cc1C(=O)NCC1CCN(C(=O)C(=O)c2cc3ccccc3o2)CC1 is listed as CASP6 VEID inh = -1; EWS-Fli block = 8; DENV2 CPE rescue = 0; LGR2 inh = 0; SIRT5 block = ·; PAX8 inh HTS = 12; ARNT-TACC3 inh = ·

Carrying on:
Compound | CASP6 VEID inh | EWS-Fli block | DENV2 CPE rescue | LGR2 inh | SIRT5 block | PAX8 inh HTS | ARNT-TACC3 inh
CSCCC(NC(=O)c1ccco1)C(=O)N(C)CC(=O)Nc1c(Cl)cccc1Cl (centres undefined) | 2 | 0 | 1 | -4 | -2 | -3 | -4
COC(=O)C1=C(C)N(Cc2ccc(C(F)(F)F)cc2)C(=NCc2ccc3c(c2)OCO3)NC1c1ccccc1 (centres undefined) | 22 | -6 | -8 | · | · | 45 | ·
COCC(=O)Nc1ccc2c(c1)OC[C@@H](C)NC[C@@H](C)[C@@H](OC)CN(C)C2=O | -9 | -2 | -2 | -18 | -2 | -10 | 3
CCN1CCN(C(=O)CN(c2ccc(F)cc2)S(=O)(=O)c2ccc(OC)c(OC)c2)CC1 | -1 | 8 | -17 | 6 | -1 | 13 | -2
Cc1nc2cc(C(=O)N3CCc4ccccc43)ccc2n1-c1ccc(F)c(F)c1 | 7 | 16 | 8 | 1 | 16* | 27 | 6
CS(=O)(=O)c1ccc(Nc2nc(C(N)Cc3ccc(C(F)(F)F)cc3)cs2)cc1 (centres undefined) | -5 | 22 | -1 | 49 | · | 16 | ·
C[C@@H]1CCCCO[C@@H](CN(C)C)[C@H](C)CN([C@H](C)CO)C(=O)c2cc(NC(=O)c3ccccc3)ccc2O1 | · | -2 | · | 5 | · | 0 | ·
CC(C)c1cccc(NC(=O)C[C@H]2CC[C@H]3[C@@H](COc4ccc(NC(=O)NCc5ccccc5)cc4C(=O)N3C)O2)c1 | -4 | 1 | -12 | 15 | 5 | 64* | 14
CC(C)CN(CC(C)C)c1nn[nH]n1 | 1 | -5 | ? | 9 | · | -8 | 4
O=S(=O)([N-]c1nc2ccccc2nc1-n1cc[n+](Cc2ccccc2)c1)c1ccccc1 | 1 | 18 | 5 | · | -4 | 14 | -9
COc1cc(C(=O)OCC(=O)Nc2ccc(C(C)=O)cc2)ccc1OCC(=O)N1CCOCC1 | -1 | -12 | -4 | 12 | -2 | -41 | -3
COc1cccc(CNC(=O)C(=O)NCCC2CCCCN2S(=O)(=O)c2cccs2)c1 (centres undefined) | 4 | 4 | -3 | 0 | -4 | 9 | 1
Cc1cc(NC(=O)C(C)C)ncc1NC(=O)c1ccco1 | 2 | -27 | 1 | -2 | 1 | -21 | 5
COc1ccc(C(=O)N/N=C2\CCS(=O)(=O)c3ccc(F)cc32)cc1OC | 1 | 17 | -5 | 1 | · | 1 | 0
